Compound activity (PubChem)
A549 viability: counter-screen for Nrf2 inhibitors: cytotoxicity in A549 cells | A549 ARE-Fluc cells, CellTiter-Fluor viability, 18-24 h | Potency, µM (highest dose often 46 µM), for inactives: at the highest dose activity change, negative = cytotoxicity, hits mostly inhibitors | 0.16% of 390,000 active | AID 504648; note: potency is the fitted concentration of half-maximal effect; % is set by controls: 0 for no effect and ±100 for the full control effect
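Cytotoxicity counterscreen: CellTiter-Fluor fluorescence was measured in A549 ARE_Fluc cells after 18-24 h of compound exposure in a concentration series. The subsequent BugLite luminescent read reports ARE-luciferase activity.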
Nrf2 ARE act: Nrf2 pathway activation; AREc32 ARE-luciferase reporter (MCF7-derived line), luminescence, 24 h; Potency, µM (highest dose often 46.1 µM), for inactives: at the top dose activation, hits mostly activators; 0.31% of 410,000 active; note: potency is the fitted concentration of half-maximal effect; % of control where 0% means no effect; nearly all actives have a fitted effect of over 65% in size
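ARE activation measured as luciferase luminescence (Steady-Glo, 30 min RT) in AREc32_Fluc cells after 24 hr compound exposure at 37 deg C, 5% CO2; cells seeded overnight at 1000/well in OPTI-MEM, 5% FBS.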
EPAC2 antagonist: antagonists of human EPAC2; 0.18% of 360,000 active; EPAC2 GEF exchange of Rap1B-BODIPY-GDP, fluorescence; Q8WZA2; Potency, µM (series often up to 114 µM), for inactives: at the top dose activity, negative = inhibition, hits mostly inhibitors; note: potency is the fitted concentration of half-maximal effect; % is set by controls: 0 for no effect and ±100 for the full control effect; nearly all actives have a fitted effect of over 45% in size; many of its hits are not listed in these tables
Target sequence (Q8WZA2 whole entry, looked up): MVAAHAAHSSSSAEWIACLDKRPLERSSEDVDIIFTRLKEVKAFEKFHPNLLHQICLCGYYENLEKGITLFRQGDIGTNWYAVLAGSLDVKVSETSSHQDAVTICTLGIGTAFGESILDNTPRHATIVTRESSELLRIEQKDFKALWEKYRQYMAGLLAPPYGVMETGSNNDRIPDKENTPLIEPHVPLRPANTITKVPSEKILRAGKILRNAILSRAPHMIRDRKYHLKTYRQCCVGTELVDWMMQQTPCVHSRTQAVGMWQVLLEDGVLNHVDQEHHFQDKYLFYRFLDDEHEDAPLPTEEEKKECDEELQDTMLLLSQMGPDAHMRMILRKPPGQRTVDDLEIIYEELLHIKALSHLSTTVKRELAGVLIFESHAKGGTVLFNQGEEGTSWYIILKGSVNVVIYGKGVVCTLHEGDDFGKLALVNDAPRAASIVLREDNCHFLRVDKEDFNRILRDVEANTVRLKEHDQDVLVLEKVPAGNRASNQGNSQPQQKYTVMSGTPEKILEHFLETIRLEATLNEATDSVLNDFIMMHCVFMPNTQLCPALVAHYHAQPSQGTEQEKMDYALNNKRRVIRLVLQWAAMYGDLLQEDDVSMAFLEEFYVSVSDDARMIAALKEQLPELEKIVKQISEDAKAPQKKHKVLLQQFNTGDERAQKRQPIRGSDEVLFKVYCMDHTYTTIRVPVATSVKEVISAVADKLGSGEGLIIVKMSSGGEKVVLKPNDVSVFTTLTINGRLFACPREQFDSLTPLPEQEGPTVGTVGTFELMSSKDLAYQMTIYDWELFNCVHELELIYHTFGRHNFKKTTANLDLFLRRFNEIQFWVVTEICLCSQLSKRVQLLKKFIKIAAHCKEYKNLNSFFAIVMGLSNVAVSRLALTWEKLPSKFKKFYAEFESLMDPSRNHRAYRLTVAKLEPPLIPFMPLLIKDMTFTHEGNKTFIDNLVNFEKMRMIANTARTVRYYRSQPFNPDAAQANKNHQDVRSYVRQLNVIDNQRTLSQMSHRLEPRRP
CCT chaperon mod: changes cytosolic chaperonin activity; purified chaperonin ATPase assay, HTRF ADP detection, 30 min; activity change, % (concentration not given with the values), hits read low; 0.3% of 360,000 active; AID 651819; in the data active = activity change below about -30%; note: % is set by controls: 0 for no effect and ±100 for the full control effect
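First, chaperonin was dispensed at 40 nM or 20 nM final depending on batch activity. Next, compounds were pinned at 76 uM and ATP added at 10 uM. After 30 min at 37 °C, ADP detection reagents ran 30 min at ambient temperature.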
EPAC2 ag: EPAC2 (human) agonism. Q8WZA2. EPAC2 activation, biochemical qHTS; response scale: 100% = 6.5 mM cAMP response. Potency, µM (titrated, usually from 154 µM), inactives show top-dose activation, usual class: activators. 0.079% of 360,000 active; note: potency is the fitted concentration of half-maximal effect; nearly all actives have a fitted effect of over 50% in size
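Guanine nucleotide exchange by EPAC2 is measured as reduced fluorescence of BODIPY-GDP once it is released from 250 nM Rap1B. Plates are read kinetically for 30 min at room temperature; results are scaled to 6.5 mM cAMP.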
pAkt inh: inhibitors of Akt phosphorylation. Neuro2A IGF-stimulated pAkt S473 HTRF, 20 min; active compounds read low. activity change, % for hits at 50 µM. 0.32% of 360,000 active. AID 651550; in the data active = activity change below about -80%; inconclusive = mostly about -51% to -80%; note: % is set by controls: 0 for no effect and ±100 for the full control effect
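Neuro2A cells (4,500/well, DMEM with 0.5% FBS) were treated with compound at a single 50 µM final concentration, stimulated with 6 nM IGF for 20 min at 37 °C, and lysed. Phospho-Akt Ser473 was read by HTRF as 665/615 ratio ×10^4.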
Nrf2 block: Nrf2 pathway inhibition; A549 ARE-Fluc reporter, luciferase luminescence, 18-24 h; Potency, µM (highest dose often 46 µM), for the others: at the top dose activity change, negative = inhibition, actives largely listed as inhibitors; 2.1% of 360,000 active; AID 504444; note: potency is the fitted concentration of half-maximal effect; % is set by controls: 0 for no effect and ±100 for the full control effect; nearly all actives have a fitted effect of over 60% in size
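Concentration-response testing used A549 ARE_Fluc cells at 5000 cells/well. Following an 18-24 h compound incubation, viability was read by fluorescence (Ex 405/Em 525) and luciferase output by luminescence.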
Mm-Cpn inhibitor: inhibitors of Methanococcus maripaludis chaperonin (MmCpn) | AID 504842 | Potency, µM (top dose mostly 76.9 µM), inactives show top-dose activity, negative = inhibition, actives largely listed as inhibitors | purified Mm-Cpn ATPase, ADP Transcreener TR-FRET | 0.031% of 330,000 active; note: potency is the fitted concentration of half-maximal effect; % is set by controls: 0 for no effect and ±100 for the full control effect; nearly all actives have a fitted effect of over 80% in size
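Eu-cryptate anti-ADP/ADP-d2 competition gives a ratio inversely related to ADP. Enzyme at 25 nM was pre-exposed to compound for 10 min, then given 10 uM ATP for 30 min, 37°C throughout.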
TGFb inhibitor: TGF-b pathway inhibition. AID 588855. Potency, µM (series often up to 46.1 µM), inactives show at the top dose activity, negative = inhibition, actives largely listed as inhibitors. HepG2 CAGA-GFP TGF-b/SMAD3 reporter, GFP fluorescence, 18 h; TGF-beta stimulated, 500 pg/mL final. 1.2% of 410,000 active; note: potency is the fitted concentration of half-maximal effect; % is set by controls: 0 for no effect and ±100 for the full control effect; nearly all actives have a fitted effect of over 65% in size
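HEPG2 CAGA-GFP reporter cells (1000/well, DMEM with 1% FBS) received compounds, then recombinant TGF-beta at 500 pg/mL final for 18 hours at 37 degrees C. Per-cell GFP summed per well was normalised to unstimulated and stimulated DMSO controls before curve fitting.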
* hit, by the source's call; i = inactive; ? = inconclusive; . = not tested or not shown; & = joins results of further samples. Unless noted, calls come from the whole dose curve; as a rule, active = well fitted curve in the direction sought with a large enough effect; inconclusive = small, poorly fitted or top-dose-only effect, or another doubt; inactive = no such curve, though single readings can be large; an effect the other way counts as inactive or inconclusive.

Sample of the layout, 6 compounds:
SMILES	A549 viability	Nrf2 ARE act	EPAC2 antagonist	CCT chaperon mod	EPAC2 ag	pAkt inh	Nrf2 block	Mm-Cpn inhibitor	TGFb inhibitor
Cc1nc2cc3c(=O)n(C)cnc3cc2n1Cc1ccccc1	.	3.3%	6%	-1.1	10%	i	.	.	9%
Cc1ccc(NC2=CC(=O)C(=O)c3ccccc32)cc1	?	-3.1%	10%	-8.6	-1%	i	-124%	-17%	2.8µM*
CCOC(=O)C1C(=O)N(C(=O)c2cncc(Br)c2)CC1c1ccccc1 (stereo not given)	1%	-0.2%	3%	1.2	8%	i	-9%	0%	0%
O=C(NCCS(=O)(=O)N1CCN(c2ccc(F)cc2)CC1)C1CC(=O)N(c2ccccc2)C1 (stereo not given)	12%&8%	-0.4%&-0.6%	7%	-0.2	3%	i	1%	0%	13%&-2%
Cc1ccc(C(=O)Nc2ccc(SC(F)F)cc2)s1	-16%	4.2%	-4%	-1.1	6%	i	7%	-11%	0%
COc1cccc(CNC(=O)CN(c2ccc(C)cc2)S(=O)(=O)N(C)C)c1OC	7%	-0.3%	.	.	.	.	13%	.	-4%

This part in full, from the start:
SMILES	A549 viability	Nrf2 ARE act	EPAC2 antagonist	CCT chaperon mod	EPAC2 ag	pAkt inh	Nrf2 block	Mm-Cpn inhibitor	TGFb inhibitor
Cc1nc2cc3c(=O)n(C)cnc3cc2n1Cc1ccccc1	.	3.3%	6%	-1.1	10%	i	.	.	9%
Cc1ccc(NC2=CC(=O)C(=O)c3ccccc32)cc1	?	-3.1%	10%	-8.6	-1%	i	-124%	-17%	2.8µM*
CCOC(=O)C1C(=O)N(C(=O)c2cncc(Br)c2)CC1c1ccccc1 (stereo not given)	1%	-0.2%	3%	1.2	8%	i	-9%	0%	0%
O=C(NCCS(=O)(=O)N1CCN(c2ccc(F)cc2)CC1)C1CC(=O)N(c2ccccc2)C1 (stereo not given)	12%&8%	-0.4%&-0.6%	7%	-0.2	3%	i	1%	0%	13%&-2%
Cc1ccc(C(=O)Nc2ccc(SC(F)F)cc2)s1	-16%	4.2%	-4%	-1.1	6%	i	7%	-11%	0%
COc1cccc(CNC(=O)CN(c2ccc(C)cc2)S(=O)(=O)N(C)C)c1OC	7%	-0.3%	.	.	.	.	13%	.	-4%
S=C(c1ccc2c(c1)OCO2)N1CCCCC1	-5%	-1.0%	0%	0.9	1%	i	-4%	0%	-3%
CCNC(=S)NNc1nc(N2CCOCC2)nc(N2CCOCC2)n1	1%	-0.3%	8%	-2.3	4%	i	-8%	0%	-11%
COc1ccc(C(=O)NCc2nnc(SCC(=O)N3CCC(C)CC3)o2)cc1OC	-8%	-0.3%	4%	1.9	-2%	i	-13%	-2%	20%
Cc1cc(C)c2c(c1)NC(=O)C2(O)CC(=O)c1cccs1 (stereo not given)	0%	1.3%	-10%	-5.4	6%	i	-9%	.	1%
c1ccc(Sc2ncccn2)nc1	-1%	-0.1%	2%	1.7	9%	i	15%	1%	-2%
COc1ccc(CCNc2ccc([N+](=O)[O-])cn2)cc1	0%	3.7%	-6%	0.4	15%	i	-26%	1%	-13%
Cn1c(=O)n(C)c2cc(/C=N/NC(=O)c3ccc(Cl)cc3)ccc21	10%	2.9%	4%	-3.2	6%	i	-12%	-15%	-1%
CCOC(=O)N1CCN(C(=O)/C(=C/c2ccccc2OC)NC(=O)c2ccccc2)CC1	-10%	-0.5%	-4%	1.4	4%	i	?	0%	0%
CCN(CC(=O)Nc1c(F)cccc1F)C(=O)CCN1C(=O)C2CC=CCC2C1=O (stereo not given)	-1%	-0.3%	5%	-1.1	9%	i	-14%	2%	-1%
CCNc1nc(N)c(C(=O)c2ccc(Cl)s2)s1	-18%	-0.6%	8%	-0.7	-22%	i	?	-2%	13µM*
Nc1ccc(Oc2ccc(Br)cc2)cc1	1%	0.1%	-5%	2.4	26%	i	-2%	0%	-1%
CN(c1cc2c(c3c1ccn3C)C1CCC2O1)C1CCCCC1 (stereo not given)	.	-0.7%	-16%	2.0	8%	i	.	.	?
COc1ccc(N2CC(C(=O)NCCC3=CCCCC3)CC2=O)c(OC)c1 (stereo not given)	-10%	0.3%	7%	-0.3	-2%	i	0%	0%	7%
O=C(C1CCCN(c2ncnc3c2nc2n3CCCCC2)C1)N1CCN(c2ccccc2)CC1 (stereo not given)	-2%	0.3%	-3%	1.0	3%	i	3%	1%	4%
CCOC(=O)c1c(NC(=O)COC(=O)c2ncc(Cl)c(Cl)c2Cl)sc(C(=O)N(C)C)c1C	-3%	5.9%	-7%	-5.4	-1%	i	3%	-4%	-2%
CCCc1cc(C(=O)Nc2ccc(F)c(Cl)c2)no1	5%	3.6%	-8%	-2.5	15%	i	?	-10%	-12%
CCOc1cccc(-c2cc(-c3n[nH]c(=S)n3CC)c3ccccc3n2)c1	?	0.1%	-13%	-1.3	19%	i	?	-3%	-3%
COc1ccc(NC(=O)CN(C)S(=O)(=O)c2ccc3c(c2)CCCN3C(C)=O)cc1	-1%&-5%	-0.1%&-0.5%	5%	-1.6	1%	i	-11%	-1%	21%&-1%
CCC(=O)Nc1nc2c(s1)COc1ccccc1-2	9%	20%	-8%	-0.4	13%	i	4%	-1%	-12%
COc1cc(C(=O)OCC(=O)c2ccc(S(=O)(=O)N3CCCCC3)cc2)cc(OC)c1OC	-7%	-0.1%	-1%	0.5	13%	i	10%	-5%	0%
O=C(N/C(=C/c1ccc(F)cc1)C(=O)N1CCOCC1)c1ccccc1	1%	0.3%	5%	-2.8	6%	i	-10%	-7%	8%
CN1/C(=C\P(=O)(N(C)C)N(C)C)C(C)(C)c2ccccc21	?	2.6%	4%	5.4	7%	.	?	-1%	?
CCOc1ccccc1CNC(=O)Nc1cn(CC(C)C)c(=O)c2ccccc12	2%	-0.2%	.	.	.	.	?	.	-3%
COc1ccc(OC)c(CCNC(=O)CCn2nc(C)c3c(C)n(-c4ccccc4)nc3c2=O)c1	17%	-0.5%	-1%	0.6	3%	i	8%	-25%	-2%
O=C(NCc1ccccc1)c1cnc(-c2ccccn2)nc1C(F)(F)F	0%	-0.3%	2%	0.5	-4%	i	3%	0%	1%
CC(=O)N1C(=O)NC(c2ccccc2)=C([N+](=O)[O-])C1c1ccccc1 (stereo not given)	-13%	1.5%	-9%	-1.9	0%	i	-11%	0%	-2%
O=c1[nH]n(-c2ccccc2)c(=O)cc1Cl	-5%	-0.3%	10%	-2.9	6%	i	1%	.	-9%
O=C(O)c1ccccc1SCc1ccc2c(c1)OCO2	8%	-1.1%	-2%	-5.3	4%	i	-7%	.	-14%
COc1ccc(OCCN(C)Cc2c(O)ccc3ccccc23)cc1	3%	25%	-16%	-0.7	18%	i	-5%	1%	-6%
COc1cccc2sc3cc(NCC[C@@H]4CCCN4C)ccc3c(=O)c12	-4%	21%	0%	0.9	12%	i	?	-4%	0%
COc1ccc(OCCc2nnc(N)s2)cc1	-5%	-0.5%	3%	-0.4	7%	i	-3%	1%	5%
COCCCN(C(=O)Cc1ccc(S(=O)(=O)N2CCOCC2)s1)c1c(N)n(Cc2ccccc2)c(=O)[nH]c1=O	-2%	-0.3%	2%	-0.7	13%	i	9%	.	20%
Cc1cc(C)c(C)c(S(=O)(=O)N2CCN(C(=O)c3cc(=O)[nH]c4ccccc34)CC2)c1C	-16%	0.1%	0%	1.1	4%	.	.	0%	28%
Cc1ccc(Cl)cc1N1CCN(C(=O)c2ccc(CS(=O)(=O)c3ccc(Br)cc3)o2)CC1	?	0.6%	.	.	.	.	?	.	?

Some of these compounds in order of the Mm-Cpn inhibitor value, descending:
Molecule | Mm-Cpn inhibitor
CCC(=O)Nc1nc2c(s1)COc1ccccc1-2 | -1%
CCOc1cccc(-c2cc(-c3n[nH]c(=S)n3CC)c3ccccc3n2)c1 | -3%
CCOC(=O)c1c(NC(=O)COC(=O)c2ncc(Cl)c(Cl)c2Cl)sc(C(=O)N(C)C)c1C | -4%

(cont.)
SMILES	A549 viability	Nrf2 ARE act	EPAC2 antagonist	CCT chaperon mod	EPAC2 ag	pAkt inh	Nrf2 block	Mm-Cpn inhibitor	TGFb inhibitor
O=C(N[C@@H](c1ccccc1)[C@@H]1C[C@H]1C(=O)O)OCc1ccccc1	3%	0.4%	2%	1.1	7%	i	-4%	-1%	-5%
COP1(=O)C[C@@H](O)[C@@H](O)[C@@H](COCc2ccccc2)O1 (stereo not given in full)	0%	-0.7%	-8%	-0.8	4%	i	1%	1%	6%
COc1ccc(CC(=O)N/N=C(\C)c2cccnc2)cc1OC	1%	0.2%	4%	-1.0	7%	i	-23%	-4%	1%
CCc1ccc(-c2nc3c(c(SCc4ccccc4F)n2)Cc2c(CO)cnc(C)c2O3)cc1	-3%	0.4%	.	.	.	.	?	.	-16%
CN(CC(=O)NCc1ccccn1)S(=O)(=O)c1ccc(F)cc1	-3%	-0.1%	16%	1.7	0%	i	25%	3%	0%
CN(C)c1ccc(NS(=O)(=O)c2ccc(-c3csnn3)cc2)cc1	9%	5.7%	2%	1.7	15%	i	?	-3%	-21%
Fc1cc(F)c(F)c(SCn2cc(Br)cn2)c1F	1%	-0.7%	-1%	3.0	4%	i	-2%	-1%	2%
CCOC(=O)Cc1csc(NC(=O)Nc2ccc(OC(F)(F)F)cc2)n1	-6%	1.7%	-1%	-1.5	0%	i	-14%	0%	5%

Some of the compounds tested; rates above refer to the full screens.
